# PAX8 inh HTS: lowers PAX8-driven luciferase in RMG-I cells | hit rate 1.2% among 360,000 | RMG-I TPO-luciferase reporter, SteadyGlo, 24 h | inhibition, % at 12.6 µM;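 active means mean replicate inhibition at least 60% with every replicate also reaching 60%; inconclusive means only one of the two criteria is met; inactive means mean below 60% and not all replicates reaching 60%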;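 further: luciferase light reporting Pax8 driven TPO promoter activity; plate controls were median of neutral control wells for no effect and mitoxantrone controls for full effect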
# DENV2 CPE rescue: protects cells from dengue virus 2 cytopathic effect; DENV2-infected cells, cytopathic effect rescue, plate reader; CPE inhibition, % at 9.99 µM; hit rate 1.7% among 350,000; in the data active means CPE inhibition above about 20%, passing the limit was not always enough; inconclusive means no clear call, values can overlap the other calls; tested in BHK-21 cells;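 further: 0% = median of neutral control wells and 100% = median of positive control wells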
# Casp6 inh: inhibitors of human caspase-6. P55212. purified caspase-6, Z-VEID-R110 cleavage fluorescence. inhibition, % at 12.5 µM. hit rate 0.53% among 350,000. AID 686996;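 active means mean inhibition across replicates at least about 35%, with every replicate also reaching that limit, limit read from the data; inconclusive means only one of the two criteria met; inactive means neither criterion met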;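 further: 0% = median of neutral control wells and 100% = no fluorescence left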
# Target sequence (P55212 24-179 limits assumed): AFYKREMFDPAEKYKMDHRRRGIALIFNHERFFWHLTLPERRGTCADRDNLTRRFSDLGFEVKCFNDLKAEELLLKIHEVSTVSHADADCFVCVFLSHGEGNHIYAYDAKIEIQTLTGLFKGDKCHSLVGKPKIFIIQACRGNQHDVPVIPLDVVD
# Target sequence (P55212 194-293 limits assumed): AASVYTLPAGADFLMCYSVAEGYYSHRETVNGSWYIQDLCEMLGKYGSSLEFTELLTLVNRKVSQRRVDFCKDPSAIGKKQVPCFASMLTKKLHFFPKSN
# EWS-Fli inh: inhibitors of EWS/Fli oncoprotein transcriptional activity; A673 NR0B1-luciferase reporter, viability-normalised; inhibition, % at 12.6 µM; hit rate 0.67% among 350,000;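 active means mean inhibition of at least 50% after viability correction, with every replicate also passing that limit; inconclusive means mean reaches 50% but only one of two replicates passes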;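 further: firefly luciferase signal divided by Alamar Blue viability fluorescence both relative to DMSO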
# SIRT5 inh: blocks human SIRT5 desuccinylation of peptide; hit rate 1.1% among 330,000; AID 652115; Purified SirT5, succinyl-peptide AMC, trypsin-coupled fluorescence; Q9NXA8; inhibition, % at 15 µM; in the data active means inhibition above about 15%; inconclusive means no clear call, values can overlap the other calls
# Target sequence (Q9NXA8 whole entry, looked up): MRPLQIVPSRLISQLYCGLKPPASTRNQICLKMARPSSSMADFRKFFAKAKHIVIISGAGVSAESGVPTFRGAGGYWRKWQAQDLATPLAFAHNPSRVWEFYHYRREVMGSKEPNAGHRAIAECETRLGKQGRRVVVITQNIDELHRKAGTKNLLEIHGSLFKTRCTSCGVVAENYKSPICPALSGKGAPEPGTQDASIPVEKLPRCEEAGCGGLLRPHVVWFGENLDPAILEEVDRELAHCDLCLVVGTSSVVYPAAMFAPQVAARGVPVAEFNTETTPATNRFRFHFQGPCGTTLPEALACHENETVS
# ARNT-TACC3 inh: disruptors of human ARNT/TACC3 interaction; AlphaScreen His-ARNT PAS-B/GST-TACC3 binding, luminescence; TACC3 fragment carries E629A point mutation; inhibition, % at 9.99 µM; hit rate 0.66% among 390,000;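 active means mean inhibition of replicates at least 50% and at least half of replicates each reaching 50%; inconclusive means half or more replicates reach 50% but mean below 50%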;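 further: 0% = complete ARNT plus TACC3 wells and 100% = ARNT alone without TACC3; many hits fall short of the cut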
# LGR2 antag: inhibitors of bursicon-induced Drosophila LGR2 receptor cAMP signaling. AID 720647. HEK293 LGR2, CRE-luciferase, bursicon-stimulated, 4 h. hit rate 0.35% among 380,000. inhibition, % at 9.99 µM;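 active means drop in luminescence signal, shown as inhibition above about 50% in the replicate tests, limit read from the data, passing the limit was not always enough; inconclusive means probably only some replicates passing the limit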;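 further: agonist challenge used bursicon conditioned medium at about half maximal strength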
# Numbers without * were called inactive; u = inconclusive; x = not tested or not shown.
[1] COCC(=O)N1[C@@H]2c3ccc(-c4ccc(F)cc4)c(=O)n3C[C@@H]2[C@@H](CO)[C@@H]1C(=O)Nc1ccccc1
[2] CN1C(=O)c2cc(NC(=O)c3cccc(F)c3)ccc2OC[C@@H]2O[C@@H](CC(=O)NCc3ccccc3)CC[C@H]21
[3] COc1ccc(C2CC(=O)Oc3c2c(=O)n(C)c2ccccc32)c(OC)c1OC (stereo not given)
[4] COc1ccccc1NS(=O)(=O)c1cccc(NS(=O)(=O)c2cc(C(=O)O)ccc2OC)c1
[5] CC[C@]12c3[nH]c4ccc(Cl)cc4c3CCN1C(=O)[C@@H](CC(=O)NCCN1CCOCC1)C[C@@H]2C(=O)N1CCN(C(=O)C2CC2)CC1
[6] CCOc1ccc(-n2c(=O)c3sccc3n(Cc3ccc(C)cc3)c2=O)cc1
[7] O=[N+]([O-])c1ccc(N=NN(CCO)CCO)cc1
[8] Cc1noc(C)c1S(=O)(=O)Nc1ccc2c(c1)C(=O)N([C@@H](C)CO)C[C@H](C)[C@H](CN(C)C(=O)C1CCCCC1)OCCCC[C@@H](C)O2
assay / entry	1	2	3	4	5	6	7	8
PAX8 inh HTS	-20	60	6	-11	0	28	-128	-33
DENV2 CPE rescue	1	x	-2	-5	-4	2	2	-10
Casp6 inh	-2	x	-5	0	-30	-1	1	10
EWS-Fli inh	-7	12	9	-11	2	5	-2	2
SIRT5 inh	-16	x	-8	5	0	-4	7	-3
ARNT-TACC3 inh	0	-1	-6	0	-3	11	x	21
LGR2 antag	13	13	11	x	0	10	-14	-2

[9] COc1ccc(Cl)cc1NC(=O)COC(=O)C1=NNC(=O)CC1
[10] O=c1cc(C(F)(F)F)nc(-c2cccnc2)[nH]1
[11] CSc1ccccc1OCc1cc(C(=O)N2CCN3CCCC3C2)no1 (stereo not given)
[12] CC(c1ccccc1)n1ccnc1CO (stereo not given)
[13] CCN1CCN(CC(=O)Nc2ccc(Cl)c(Cl)c2)C(=O)C1=O
[14] O=C(NCCN1CCCCC1)[C@@H]1N[C@@H]2c3ccc(-c4ccncc4)c(=O)n3C[C@@H]2[C@H]1CO
[15] Cc1ccc(-n2c(Cn3nc(C(F)(F)F)cc3C)n[nH]c2=S)cc1
[16] CC1CC(=O)C(C(C2=C(O)CC(C)CC2=O)c2ccccc2)=C(O)C1 (stereo not given)
assay / entry	9	10	11	12	13	14	15	16
PAX8 inh HTS	-23	-6	-55	-1	-14	-32	x	6
DENV2 CPE rescue	-5	3	4	1	2	-1	-3	12
Casp6 inh	0	-2	0	-1	-6	-126	-1	-3
EWS-Fli inh	6	8	-22	-4	-2	-8	2	-2
SIRT5 inh	x	-3	-1	-3	-1	-7	-2	-5
ARNT-TACC3 inh	-3	-5	-1	x	-7	-4	-10	20
LGR2 antag	19	-2	-1	-2	9	-9	-4	-7

[17] c1cncc(-c2nc3ccccc3s2)c1
[18] Cc1nonc1NC(=O)CSc1nc2cc(Cl)ccc2c2c1CCCC2
[19] Cc1ccc(S(=O)(=O)NCCC(=O)OCC(=O)N2CCCC2=O)cc1
[20] O=C(CCc1ccccc1)Nc1nnc(-c2ccccn2)o1
[21] O=C(C[C@@H]1CC[C@@H](NC(=O)C2CCC2)[C@@H](CO)O1)NCc1ccccc1Cl
[22] COc1ccccc1NS(=O)(=O)c1ccc(N/N=C(\C)C(C)C)c([N+](=O)[O-])c1
[23] CCNc1ccc(S(=O)(=O)N(C)C)cc1NCC(=O)Nc1ccc(Br)cc1F
[24] CC1(C)CC(=O)C=C(c2ccc3ncccc3c2)C1
assay / entry	17	18	19	20	21	22	23	24
PAX8 inh HTS	-167	x	9	24	-10	26	12	-23
DENV2 CPE rescue	-2	0	-4	-2	-4	x	14	u
Casp6 inh	-1	1	2	2	-1	x	0	1
EWS-Fli inh	-84	12	-2	5	3	x	4	-10
SIRT5 inh	2	-1	-5	x	-5	x	-3	2
ARNT-TACC3 inh	5	-4	-6	52*	-8	-7	-18	-1
LGR2 antag	-52	1	-8	-8	-3	20	6	-5

[25] N=c1c(C(=O)NCCc2ccccc2)cc2c(=O)n3ccccc3nc2n1CCCN1CCOCC1
[26] Cc1ccc(OCC(=O)N2CCN(C(=O)c3ccncc3)CC2)cc1
[27] Clc1ccc2c(-c3ccccc3)nc(-c3cccs3)nc2c1
[28] C[C@H](CO)NC(=O)c1[nH]cnc1C(=O)Nc1cccc(Cl)c1
[29] O=C(COC(=O)CC1CC2CCC1C2)NCc1ccc(Cl)cc1 (stereo not given)
[30] CN1C(=O)S/C(=C/c2cccn2-c2cccc(C(=O)O)c2)C1=O
[31] CCCNC(=O)N(C)C[C@H]1Oc2cc(-c3ccc(C)cc3)ccc2S(=O)(=O)N([C@@H](C)CO)C[C@@H]1C
[32] C/C(=N\Nc1ccc(C(F)(F)F)cc1[N+](=O)[O-])C(C)C
assay / entry	25	26	27	28	29	30	31	32
PAX8 inh HTS	-12	-18	-2	11	-25	-12	x	29
DENV2 CPE rescue	-8	0	-10	3	-5	-4	1	-10
Casp6 inh	4	1	2	0	3	11	1	-2
EWS-Fli inh	6	8	-8	19	9	6	4	4
SIRT5 inh	-29	-2	x	-1	x	5	-2	x
ARNT-TACC3 inh	x	2	x	x	-9	-2	-22	-1
LGR2 antag	-10	-18	-2	-25	12	x	-16	x

# Gathered by group: the entries above containing a CF3 group.
[10] O=c1cc(C(F)(F)F)nc(-c2cccnc2)[nH]1
[15] Cc1ccc(-n2c(Cn3nc(C(F)(F)F)cc3C)n[nH]c2=S)cc1
[32] C/C(=N\Nc1ccc(C(F)(F)F)cc1[N+](=O)[O-])C(C)C
assay / entry	10	15	32
PAX8 inh HTS	-6	x	29
DENV2 CPE rescue	3	-3	-10
Casp6 inh	-2	-1	-2
EWS-Fli inh	8	2	4
SIRT5 inh	-3	-2	x
ARNT-TACC3 inh	-5	-10	-1
LGR2 antag	-2	-4	x

# (continued)
[33] CCOC(=O)C(NC(C)=O)C(=O)Nc1ccc(C(C)C)cc1 (stereo not given)
[34] Cc1cccc(C)c1-n1c(C)nn(CC2CC2)c1=O
[35] CCCN(CC(=O)Nc1ccccc1C)C(=O)c1ccc2[nH]c3c(c2c1)CC(C)CC3 (stereo not given)
[36] Cc1ccc(N(CC(=O)NC2CCCC2)C(=O)CNC(=O)c2cccs2)cc1C
[37] CNC(=O)CSc1nc2ccccc2c(=O)n1C1CCCCC1
[38] CO[C@H](CN(C)C(=O)c1ccc2c(c1)OCO2)[C@@H](C)CN([C@H](C)CO)S(=O)(=O)c1ccccc1
[39] C[C@@H]1CCCCO[C@H](CN(C)C(=O)Nc2ccccc2)[C@H](C)CN([C@@H](C)CO)C(=O)c2cc(NC(=O)Nc3ccc(F)cc3)ccc2O1
[40] COc1ccc(O)c(C(=O)c2cnc3c(c2)c(C)nn3CCO)c1
assay / entry	33	34	35	36	37	38	39	40
PAX8 inh HTS	26	3	16	-2	-17	x	5	14
DENV2 CPE rescue	x	3	7	-5	-3	-3	-9	u
Casp6 inh	x	-5	2	-6	2	0	0	-2
EWS-Fli inh	x	5	-41	6	5	-4	-9	-15
SIRT5 inh	x	-2	-2	-2	-2	1	8	19*
ARNT-TACC3 inh	6	2	3	x	-3	-10	-13	17
LGR2 antag	-1	15	13	7	0	-1	-6	6

[41] CCCN1CNc2c(c(=O)[nH]c(=S)n2CCc2ccccc2)C1
[42] Cc1ccc(S(=O)(=O)N(C)C[C@@H]2Oc3ccc(NC(=O)CCC(F)(F)F)cc3C(=O)N([C@H](C)CO)C[C@H]2C)cc1
[43] O=C(Nc1cccc(S(=O)(=O)N2CCCCCC2)c1)c1ccc2ccccc2n1
[44] C[C@@H]1CN([C@@H](C)CO)C(=O)c2cccc(NC(=O)NC3CCCCC3)c2O[C@@H]1CN(C)C(=O)NC1CCCCC1
[45] Cc1c(N(C(=O)c2ccccn2)C2(C(=O)NC3CCCCC3)CCCCC2)c(=O)n(-c2ccccc2)n1C
[46] COc1cccc(CN2CCC(Oc3ccc(C(=O)NCc4ccccn4)cc3)CC2)c1
[47] Cc1ccc(C)c(CN2C(=O)c3ccccc3S(=O)c3ccc(C(=O)N4CCN(c5ccccn5)CC4)cc32)c1 (stereo not given)
[48] Cc1ccc(/C=N/NC(=O)Cn2ccc(C(F)(F)F)n2)o1
assay / entry	41	42	43	44	45	46	47	48
PAX8 inh HTS	15	10	15	x	12	16	u	8
DENV2 CPE rescue	5	-5	22*	u	0	1	10	2
Casp6 inh	2	2	8	x	x	-2	x	3
EWS-Fli inh	1	0	-28	-9	2	x	-8	10
SIRT5 inh	2	2	-7	-1	0	14	0	0
ARNT-TACC3 inh	-1	12	1	-12	-21	6	3	-3
LGR2 antag	0	-7	-13	-2	2	11	23	-5

[49] CN(C)C(=O)N1CCN(c2nc(-c3ccccc3)cs2)CC1
[50] Cc1nc(C(F)(F)F)c(C(=O)O)cc1-c1nc(-c2ccccc2)cs1
[51] COc1ccc(NC(=O)N2CCCCN3[C@@H](CO)[C@H](c4ccc(C#CCC(C)C)cc4)[C@@H]3C2)cc1
[52] Cc1nc2cc(NC(=O)CS(=O)(=O)c3ccccc3)ccc2s1
[53] CN(C)C(=O)c1ccc(-c2ccc3c(c2)[C@@H]2[C@@H](CCN2C(=O)c2cnccn2)[C@@H](CO)N3)cc1
[54] COc1cccc(C(=O)OCC(=O)N2CCc3ccccc32)c1OC
[55] C[C@H]1CN([C@@H](C)CO)C(=O)CCCn2nncc2CO[C@H]1CN(C)Cc1ccc2c(c1)OCCO2
[56] CSc1nc(O)c(C(c2ccc(OC(C)C)cc2)c2c(O)nc(SC)[nH]c2=O)c(=O)[nH]1
assay / entry	49	50	51	52	53	54	55	56
PAX8 inh HTS	-187	-15	35	-92	-13	-58	x	7
DENV2 CPE rescue	-2	-1	-25	0	u	8	-4	3
Casp6 inh	0	-3	1	3	-2	1	-2	2
EWS-Fli inh	-78	4	-57	-53	-5	-4	-2	1
SIRT5 inh	0	-4	3	-1	-4	2	-3	x
ARNT-TACC3 inh	x	-2	6	x	12	-3	-10	-5
LGR2 antag	-32	2	9	-20	-8	-52	3	9

# Reprinted from the part before: 3 entries, followed by the next part.
[54] COc1cccc(C(=O)OCC(=O)N2CCc3ccccc32)c1OC
[55] C[C@H]1CN([C@@H](C)CO)C(=O)CCCn2nncc2CO[C@H]1CN(C)Cc1ccc2c(c1)OCCO2
[56] CSc1nc(O)c(C(c2ccc(OC(C)C)cc2)c2c(O)nc(SC)[nH]c2=O)c(=O)[nH]1
[57] C[C@@H]1CN([C@H](C)CO)C(=O)Cc2cc(NC(=O)c3ccncc3)ccc2O[C@@H]1CN(C)CC1CC1
[58] Cc1ccc(S(=O)(=O)Nc2ccc3c(c2)C(=O)N([C@H](C)CO)C[C@H](C)[C@H](CN(C)C(=O)NC(C)C)OCCCC[C@@H](C)O3)cc1
[59] COc1n[nH]c(C(=O)NCc2ccccc2)c1[N+](=O)[O-]
[60] CN(C)CC(=O)N[C@@H]1CC[C@@H](CC(=O)NCc2ccc(Cl)cc2)O[C@@H]1CO
[61] CC1CCN(S(=O)(=O)N2CCC(C(=O)NCc3ccc(F)cc3Cl)CC2)CC1
[62] C[C@@H]1CN([C@H](C)CO)C(=O)c2cccc(NS(=O)(=O)c3ccc(F)cc3)c2O[C@H]1CN(C)Cc1ccncc1
[63] O=C(C1CCOCC1)N1CC2(C1)[C@H](c1ccccc1)[C@H](CO)N2C(=O)CC1CC1
assay / entry	54	55	56	57	58	59	60	61	62	63
PAX8 inh HTS	-58	x	7	-20	-33	-1	3	3	-7	-2
DENV2 CPE rescue	8	-4	3	1	2	1	0	-15	11	-5
Casp6 inh	1	-2	2	-1	-1	3	1	-2	2	-4
EWS-Fli inh	-4	-2	1	11	0	4	-3	18	-6	-9
SIRT5 inh	2	-3	x	1	-1	0	0	3	-2	-5
ARNT-TACC3 inh	-3	-10	-5	3	-2	-3	-3	x	-6	x
LGR2 antag	-52	3	9	2	-2	4	2	-11	24	-2

# High-throughput results as filed in PubChem BioAssay.
